# Assay outcomes: PubChem BioAssay, National Center for Advancing Translational Sciences (NCATS)
# Giardia kill – kills Giardia lamblia. Giardia lamblia trophozoite viability. 0.15% of 340,000 active. activity change, % at 7.66 µM, hits read low; in the data active = activity change below about -80%; inconclusive = between about -30% and that limit;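 also: parasites exposed to compound for two days anaerobically before the ATP read; % is scaled to controls: 0 for no effect and ±100 for the full control effect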
#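 Each well holds 100 Giardia trophozoites and compound. After two days (48 hrs) at 37 deg C in anaerobic conditions, ATP is quantified by luminescence.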
# PKM2 act – PKM2 (human) enzyme activation. purified PKM2, Kinase-Glo ATP luminescence, activation; response scale: 0% is enzyme alone, no compound. Potency, µM (doses to about 57.5 µM), without a hit: top-dose activation, actives largely listed as activators. 0.34% of 260,000 active. AID 1631; also: potency is read from the fitted curve at half-maximal effect; % is scaled to controls: 0 for no effect and ±100 for the full control effect; nearly all actives have a fitted effect of over 55% in size
#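 Kinase-Glo luminescence reports ATP generated from ADP (0.1 mM) and PEP (0.5 mM) by purified hPK-M2 after 1 h at room temperature, pH 7.2 imidazole buffer; intermediate enzyme activity allows detecting inhibitors and activators.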
# GALK inhibitor – inhibitors of human galactokinase; P51570; Purified GALK, Kinase-Glo residual ATP luminescence; Potency, µM (doses to about 57.5 µM), for inactives: at the top dose activity change, negative = inhibition, most hits filed as inhibitors; 0.007% of 270,000 active; also: potency is read from the fitted curve at half-maximal effect; % is scaled to controls: 0 for no effect and ±100 for the full control effect
#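 Human GALK (5 nM) with 35 uM ATP and 100 uM galactose in 20 mM HEPES pH 8.0, 5 mM MgCl2, 60 mM NaCl, 1 mM DTT, 0.01% BSA. After 1 h at room temperature, leftover ATP was read by Kinase-Glo Plus luminescence.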
# S-ASM inh – human S-ASM enzyme inhibition | P17405 | placental ASM, HMU-PC fluorogenic substrate, 60 min | Potency, µM (top dose mostly 57.5 µM), for the others: at the top dose activity change, negative = inhibition, hits mostly inhibitors | 0.006% of 340,000 active | AID 504937; also: potency is read from the fitted curve at half-maximal effect
#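 Steps: dispense placental human ASM, pin compound, wait 10 min at room temperature, add HMU-PC0 substrate at 9 uM final, incubate 60 min at 37 °C, add stop solution raising pH to 10, read fluorescence.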
# B2AR arrestin – recruits beta-arrestin to the human beta2-adrenergic receptor | P07550 | Potency, µM (titrated, usually from 46.1 µM), for the others: top-dose activation, actives largely listed as activators | 0.02% of 330,000 active | beta-arrestin recruitment to beta2AR, cell-based reporter;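 also: potency is read from the fitted curve at half-maximal effect; 0% = DMSO controls and full agonism = EC100 isoproterenol or metaproterenol; nearly all actives have a fitted effect of over 65% in size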
# BCR signal inh – blocks chronic active B-cell receptor signaling; ABC-DLBCL IkBa-CBG/CBR reporter, luminescence ratio, 4 h; Potency, µM (top dose mostly 46.1 µM), inactives show top-dose ratio change, negative = lower green/red ratio, most hits filed as inhibitors; 0.05% of 340,000 active; active = well fitted inhibition curve with a large enough effect in the signal ratio, with a control signal flat, not every such curve was filed as active; inconclusive = small, poorly fitted or top-dose-only effect, or effect the other way, or a change in a side signal; the % refers to the signal ratio;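 also: potency is read from the fitted curve at half-maximal effect; plate controls were basal doxycycline-induced cells for no effect and cells given 10 µM MG132 for full effect; MG132 reads +100%, hits lower the ratio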
#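 TMD8 ABC-DLBCL cells carrying doxycycline-inducible green luciferase fused to IkappaBalpha plus unfused red luciferase were exposed to compounds (up to 46 uM) for 4 hrs at 37C. Activity came from the overlap-corrected green/red luminescence ratio.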
# Coupling enz – coupling enzyme interference in Giardia aldolase counter-screen. coupling enzyme system counterscreen, AmpLite Red fluorescence. activity change, negative = inhibition, % at 58.2 µM, hits read low. 0.67% of 290,000 active; in the data active = activity change below about -30%; also: % is scaled to controls: 0 for no effect and ±100 for the full control effect
#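 Activity here indicates interference with the coupling reaction, not aldolase inhibition. Compounds at 57.5 uM final met coupling enzymes for 10 min at RT; substrate and AmpLite Red detection followed, with a 525/598 nm fluorescence read after 20 min.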
# Menin-MLL TR inh – inhibitors of human menin-MLL interaction, mutant MLL peptide; O00255; Menin + Texas Red MLL mutant peptide, fluorescence polarization; Potency, µM (series often up to 61.6 µM), without a hit: at the top dose FP activity change, negative = inhibition, usual class: inhibitors; 0.23% of 270,000 active; active = well fitted inhibition curve with a large enough effect in the polarisation, with a control signal flat, not every such curve was filed as active; inconclusive = small, poorly fitted or top-dose-only effect, or effect the other way, or a change in a side signal; inactive = no such curve, though single readings can be large or run the other way; the % refers to the polarisation; also: potency is read from the fitted curve at half-maximal effect; % of control where 0% means no effect; many of its hits are not listed in these tables
# Target sequence (O00255 whole entry, looked up): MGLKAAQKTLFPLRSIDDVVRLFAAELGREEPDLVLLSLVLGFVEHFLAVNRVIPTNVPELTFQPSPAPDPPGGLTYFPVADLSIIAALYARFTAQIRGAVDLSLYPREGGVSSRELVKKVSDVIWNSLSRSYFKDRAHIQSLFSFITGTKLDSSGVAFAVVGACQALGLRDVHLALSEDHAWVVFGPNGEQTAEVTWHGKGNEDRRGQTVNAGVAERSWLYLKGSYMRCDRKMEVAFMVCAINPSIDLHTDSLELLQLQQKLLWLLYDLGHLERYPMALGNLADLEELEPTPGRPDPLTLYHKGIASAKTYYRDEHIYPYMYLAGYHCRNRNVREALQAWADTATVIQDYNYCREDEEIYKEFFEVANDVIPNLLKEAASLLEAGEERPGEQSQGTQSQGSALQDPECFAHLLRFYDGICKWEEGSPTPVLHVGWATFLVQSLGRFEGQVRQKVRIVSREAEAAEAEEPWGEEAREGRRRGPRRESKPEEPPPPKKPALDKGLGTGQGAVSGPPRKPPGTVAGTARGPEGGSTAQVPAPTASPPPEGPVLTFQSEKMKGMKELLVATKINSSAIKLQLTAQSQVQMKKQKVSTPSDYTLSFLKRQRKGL
# Tb PFK inh – inhibitors of T. brucei phosphofructokinase; T. brucei PFK, ADP-Glo luminescence; Potency, µM (top dose mostly 57.5 µM), inactives show at the highest dose activity, negative = inhibition, most hits filed as inhibitors; 0.17% of 330,000 active;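 also: potency is read from the fitted curve at half-maximal effect; 0% = uninhibited 1x PFK enzyme wells and -100% = no-enzyme wells; nearly all actives have a fitted effect of over 60% in size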
#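 Activity is normalized to no-enzyme wells (full inhibition) and 1.25 nM enzyme wells (no inhibition). Reaction: 0.5 mM F6P, 0.1 mM ATP, 45 min RT, ADP-Glo luminescence; concentration-response curves fitted and classed by quality.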
# TSG101-PTAP inh – blocks PTAP/TSG101 interaction to inhibit HIV-1 budding; Q99816; Fluorescence polarization, FITC-PTAP peptide / Tsg101 binding; Potency, µM (top dose mostly 115 µM), for inactives: top-dose activity change, negative = inhibition, usual class: inhibitors; 340,000 tested, under 10 active; AID 493005; active = well fitted inhibition curve with a large enough effect in the main read-out, with a control signal flat, not every such curve was filed as active; inconclusive = small, poorly fitted or top-dose-only effect, or effect the other way, or a change in a side signal; inactive = no such curve, though single readings can be large or run the other way; also: potency is read from the fitted curve at half-maximal effect; % of control where 0% means no effect
# Target sequence (Q99816 whole entry, looked up): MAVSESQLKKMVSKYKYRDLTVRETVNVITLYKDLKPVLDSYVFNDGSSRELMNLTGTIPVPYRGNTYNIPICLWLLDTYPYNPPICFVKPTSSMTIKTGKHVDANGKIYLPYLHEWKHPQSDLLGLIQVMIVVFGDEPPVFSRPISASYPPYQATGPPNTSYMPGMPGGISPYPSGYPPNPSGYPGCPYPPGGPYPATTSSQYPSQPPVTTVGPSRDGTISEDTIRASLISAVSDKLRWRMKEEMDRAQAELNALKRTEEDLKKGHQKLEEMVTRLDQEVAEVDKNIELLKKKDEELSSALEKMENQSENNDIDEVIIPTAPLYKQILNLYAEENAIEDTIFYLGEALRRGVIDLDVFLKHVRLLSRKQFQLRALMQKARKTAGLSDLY
#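 Compounds were pin-transferred onto Tsg101 binding domain (10 uM final) in HEPES pH 7.5 buffer, then FITC-PTAP peptide was added at 50 nM final. After 20 min at RT, polarization reported peptide displacement across a qHTS concentration series.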
# Integrin act MD – activates integrin-mediated alleviation for muscular dystrophy; Potency, µM (doses to about 38.3 µM), without a hit: at the highest dose activation, most hits filed as activators; 0.064% of 350,000 active; AID 624291; alpha7betagal myoblasts, beta-gal FDG fluorescence, 48 h;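 also: potency is read from the fitted curve at half-maximal effect; 100% = response of the positive control SU9516; nearly all actives have a fitted effect of over 60% in size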
#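 Alpha7betagal+/- myoblasts (passage 13) were plated 16-24 hr, then exposed to compounds (1:260 dilution of DMSO stock) for 48 hours at 37C. After MPER lysis, β-galactosidase reporter activity was read as FDG fluorescence (ex 480/em 540) after 30 minutes.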
# Starred values were filed as active, the others as inactive; i = inactive; ? = inconclusive; nt = not tested or not shown; [ ] = dose if it differs, or a comment. Unless noted, calls follow the shape of the dose curve; as a rule, active = well fitted curve in the direction sought with a large enough effect; inconclusive = small, poorly fitted or top-dose-only effect, or another doubt; inactive = no such curve, though single readings can be large; an effect the other way counts as inactive or inconclusive. A portion of the library (hit frequency here may not be typical).
# Every second line gives: Giardia kill	PKM2 act	GALK inhibitor	S-ASM inh	B2AR arrestin	BCR signal inh	Coupling enz	Menin-MLL TR inh	Tb PFK inh	TSG101-PTAP inh	Integrin act MD
CC(C)c1nc2sc3ccccc3c(=O)c2c(=O)n1Cc1ccccc1
    -10	0%	0%	-11%	0.0%	15%	2	nt	4%	-7%	-11%
CC(O)[C@H]1CNC(=O)C(=O)N1CCCCC1CCCCC1 (stereo partly drawn)
    7	-3%	-2%	-1%	-1.0%	?	-2	nt	-14%	-4%	7%
O=C(/C=C/c1ccccc1)c1ccoc1
    -3	0%	3%	2%	-0.1%	-2%	0	9%	-7%	0%	-26%
Oc1ccc(-c2csc(NCc3ccco3)n2)cc1
    -7	1%	-2%	-6%	3.6%	?	1	22%	-4%	-5%	0%
O=C(COc1ccc(Cl)cc1)NCCC1=CCCCC1
    -13	1%	-1%	-3%	0.3%	?	1	-28%	-1%	2%	0%
Cc1[nH]c2ccccc2c1C(=O)CN1CCC(C(N)=O)(N2CCCCC2)CC1
    -14	0%	2%	5%	-0.2%	0%	1	-12%	-1%	-3%	-9%
COc1ccc2[nH]c3c(c2c1)CCN1C(=O)N([C@@H](C)C(=O)NCc2ccco2)C(=O)[C@]31C
    3	5%	nt	-1%	0.1%	-16%	0	-2%	2%	-5%	17%
C/C(=N\NC(=S)NC(C)C)c1ccccc1
    -13	-1%	0%	2%	?	?	0	nt	-2%	-3%	-12%
Cc1ccc(C(=O)O/N=C(\N)Cc2cccs2)cc1[N+](=O)[O-]
    13	0%	-1%	0%	0.3%	0%	nt	nt	-2%	-6%	-11%
Cc1cccc(NC(=O)C2CCCN(S(=O)(=O)c3cccs3)C2)c1C (stereo not drawn)
    -5	-2%	-1%	1%	0.0%	-4%	1	-6%	-1%	4%	-12%
CNC(=S)NNC(=O)COc1ccccc1C
    16	0%	-2%	1%	-0.2%	-3%	-2	-18%	-26%	-9%	17%
O=S(=O)(/N=C(\c1ccccc1)N1CCOCC1)c1ccc(Cl)cc1
    -25	-1%	-1%	-3%	0.2%	5%	0	0%	4%	-1%	21%
Cc1csc(NC(=O)Cn2nc(C)c([N+](=O)[O-])c2C)n1
    -20	0%	-6%	2%	0.0%	1%	1	-1%	-2%	-3%	-12%
COc1cc(C(=O)N2C(=O)CCC2=O)cc(OC)c1OC
    2	-18%[11.5 µM]	8%	3%	-0.1%	-6%	2	-5%	-1%	-1%	21%
Cn1c(CCC(=O)Nc2ccccc2F)nnc1SCC(=O)Nc1ccccc1Cl
    10	24%	4%	4%	-0.3%	-4%	0	-27%	-6%	0%	-11%

# The list continues.
# Every second line gives: Giardia kill	PKM2 act	GALK inhibitor	S-ASM inh	B2AR arrestin	BCR signal inh	Coupling enz	Menin-MLL TR inh	Tb PFK inh	TSG101-PTAP inh	Integrin act MD
COc1cccc(-c2cc(C(F)(F)F)nc(-n3cncn3)n2)c1
    -8	1%	0%	-4%	-0.8%	4%	0	-18%	24%	-10%	-5%
CC(Sc1nc(N)cc(=O)[nH]1)C(=O)NNC(=O)c1cccc(Cl)c1 (stereo not drawn)
    23	nt	nt	1%	-0.1%	-20%	nt	nt	-4%	0%	?
COc1ccccc1NC(=O)CN(c1ccccc1OC)S(=O)(=O)c1ccccc1
    -8	1%	0%	-6%	0.2%	7%	1	28%	1%	-6%	15%
CCC(C(=O)NCCC1=CCCCC1)c1ccccc1 (stereo not drawn)
    12	-1%	1%	5%	0.0%	7%	4	?	3%	-10%	-6%
Cc1occc1C(=O)N1CCCC(Nc2ccc(F)c(F)c2)C1 (stereo not drawn)
    1	-2%	3%	1%	0.2%	1%	nt	nt	0%	-6%	3%
COc1cc(C(=O)N[C@H](C(=O)Nc2nnc(C3CC3)s2)C(C)C)cc(OC)c1OC
    -9	3%	0%	5%	0.6%	-5%	-10	nt	5%	-5%	5%
C=CCn1c(SCc2ccc(C#N)cc2)nnc1-c1ccccc1
    5	-17%	-2%	4%	-0.3%	?	6	-7%	-2%	1%	13%
CCC(=O)N1CC2(CC(c3cccc([N+](=O)[O-])c3)=NO2)C[C@H]1C(=O)NCC(N)=O (stereo partly drawn)
    -4	1%	2%	-1%	0.4%	-6%	5	11%	1%	nt	-3%
Cc1c(C)n(CCCN(C)C)c2ncnc(NC3CCCCC3)c12
    -12	nt	nt	4%	-0.5%	0%	-3	-12%	-4%	-1%	-56%[inhibitor]
COc1ccc(C(O)(C(=O)NNc2ccc(C)cc2)c2cccs2)cc1 (stereo not drawn)
    -5	4%	-4%	3%	0.1%	12%	-5	-13%	3%	2%	2%
CCOC(=O)N1CCN(c2nc(C)c3c(n2)CCCC3=O)CC1
    -1	-3%	0%	-1%	0.1%	-7%	4	-21%	-2%	-1%	0%
COC(=O)NNC(=O)c1cccc(C)c1
    3	-29%	0%	9%	0.1%	1%	1	2%	5%	-1%	35%
Cc1nnc2sc(-c3ccc(N(C)C)cc3)nn2c1=O
    -19	nt	-2%	32%	-0.2%	?	-2	?	8%	-1%	43%
O=C(NNc1nc2ccccc2s1)C1CC1
    8	-19%	-1%	-1%	0.4%	-8%	0	-5%	-2%	-10%	18%
CCCCN(C)CCCNC(=O)c1cn(C)c2ccc(S(=O)(=O)N(C)C3CCCCC3)cc2c1=O
    0	nt	-4%	i	0.4%	11%	nt	nt	2%	-1%	-10%

# (more compounds)
# Every second line gives: Giardia kill	PKM2 act	GALK inhibitor	S-ASM inh	B2AR arrestin	BCR signal inh	Coupling enz	Menin-MLL TR inh	Tb PFK inh	TSG101-PTAP inh	Integrin act MD
CCCNC(=O)CN1C(=O)NC(c2ccccc2)(c2ccccc2)C1=O
    7	0%	8%	-2%	-0.4%	0%	1	6%	2%	-1%	7%
Cc1ccc(C)c(NC(=S)NCc2ccc3[nH]c4c(c3c2)CCCC4)c1
    -6	-1%	nt	-4%	-0.2%	?	1	13%	1%	1%	-32%
C=CCOc1ccc(C=Nc2ccc(Cl)cc2)c(O)c1
    9	-13%	0%	10%	-0.5%	0%	-3	0%	1%	1%	18%
O=c1cc(-c2ccccc2)[nH]n1-c1nc2ccccc2[nH]1
    -12	-5%	3%	33%[activator]	0.6%	7%	5	?	3%	-5%	-40%
CCOc1ccc(Nc2nc3c(c(=O)[nH]2)CCC3)cc1
    18	-1%	2%	1%	-0.5%	0%	1	0%	-12%	-3%	41%
O=C(CNC1=NCCC1)c1ccc2c(c1)OCCO2
    5	0%	1%	-2%	-1.0%	6%	-3	6%	-5%	-1%	13%
O=C(N/N=C/c1ccco1)c1cc(-c2ccc(Cl)s2)[nH]n1
    1	nt	1%	-2%	-0.3%	3%	2	?	3%	-3%	3%
O=C(Cc1csc(Nc2nc(=S)[nH]c3ccccc23)n1)NCc1ccc(Cl)cc1
    5	5%	-4%	6%	-0.1%	0%	4	?	3%	nt	11%
Cc1ccc(C)c(-n2nnnc2SCC(=O)Nc2c(C)n(C)n(-c3ccccc3)c2=O)c1
    4	4%	0%	7%	0.1%	?	0	-2%	-3%	-5%	21%
Cc1cccc(OCc2nc(C#N)c(NCc3ccc4c(c3)OCO4)o2)c1
    12	4%	2%	-6%	-1.5%	?	2	-7%	2%	3%	12%
O=C(CN1CC[C@@]2(O)CCCC[C@H]2[C@@H]1c1ccc(F)cc1)NCc1ccco1
    -10	0%	-2%	5%	5.7%	?	3	nt	-1%	1%	19%
CCOc1ccc(NC(=S)N(CCOC)C2CCN(C(C)C)CC2)cc1
    26	nt	-4%	-1%	-0.1%	-8%	5	-2%	2%	-2%	-28%

# For reference, some entries already given.
# Every second line gives: Giardia kill	PKM2 act	GALK inhibitor	S-ASM inh	B2AR arrestin	BCR signal inh	Coupling enz	Menin-MLL TR inh	Tb PFK inh	TSG101-PTAP inh	Integrin act MD
Cc1cccc(OCc2nc(C#N)c(NCc3ccc4c(c3)OCO4)o2)c1
    12	4%	2%	-6%	-1.5%	?	2	-7%	2%	3%	12%
O=C(CN1CC[C@@]2(O)CCCC[C@H]2[C@@H]1c1ccc(F)cc1)NCc1ccco1
    -10	0%	-2%	5%	5.7%	?	3	nt	-1%	1%	19%
CCOc1ccc(NC(=S)N(CCOC)C2CCN(C(C)C)CC2)cc1
    26	nt	-4%	-1%	-0.1%	-8%	5	-2%	2%	-2%	-28%
